Assay outcomes as filed in PubChem BioAssay.
HSP90 inh – HSP90 inhibitors, primary screen, cell lysate, luminescence; Heat shock protein HSP 90 (rabbit reticulocyte lysate; luciferase refolding); Rabbit reticulocyte lysate, luciferase refolding luminescence, 3 h; inhibition, % at 5.6 µM; hit rate 0.91% among 290,000;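 active means inhibition above the screen-wide mean plus 3 SD, computed separately per campaign, cut at about 16% in these data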;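 further: 0% = DMSO wells and 100% = 60 µM geldanamycin wells; inhibitors lower the luminescence because luciferase stays unfolded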
GSK3beta inhib – human GSK3beta kinase inhibitors, primary screen, biochemical, cell-free homogeneous, HTS; GST-GSK3beta kinase, ADP-Glo luminescence, 60 min; stronger effect = lower value; activity score (negative = inhibition), % at 10 µM; hit rate 0.038% among 300,000; AID 2097, 2009;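 active means more than half of replicate wells score below -50%, meaning over 50% inhibition versus plate controls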;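 further: 0% = median DMSO wells and -100% = median GW8510 positive control wells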
Target sequence (P49841 whole entry, looked up): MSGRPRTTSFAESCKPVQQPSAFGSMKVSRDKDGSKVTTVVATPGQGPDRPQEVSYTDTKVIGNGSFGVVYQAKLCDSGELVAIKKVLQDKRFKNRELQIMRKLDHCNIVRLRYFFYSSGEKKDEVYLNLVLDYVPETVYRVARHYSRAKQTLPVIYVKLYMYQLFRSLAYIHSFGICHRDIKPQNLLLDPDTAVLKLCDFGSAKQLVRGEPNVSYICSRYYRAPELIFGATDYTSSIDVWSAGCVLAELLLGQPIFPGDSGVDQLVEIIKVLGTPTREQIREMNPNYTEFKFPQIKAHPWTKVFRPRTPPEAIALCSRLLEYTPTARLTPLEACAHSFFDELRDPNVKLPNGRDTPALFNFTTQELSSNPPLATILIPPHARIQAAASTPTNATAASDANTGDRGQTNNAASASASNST
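Test system: GST-fused GSK3beta enzyme, cell-free | Quantity: 1.6 ng GST-GSK3beta enzyme per well | Reagent: 25 µM ATP with peptide substrate | Schedule: 60 min enzyme reaction, room temperature | Signal: Luminescent ADP-Glo measurement of ADP formed | Read-out basis: Score relative to plate controls | Control set: DMSO and 20 µM GW8510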
KLF5 inh – KLF5 expression inhibitors, primary screen, DLD-1 cells, luminescence | DLD-1 KLF5 promoter-luciferase reporter | inhibition, % at 5 µM | hit rate 0.23% among 290,000 | AID 1700, 2009;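 active means inhibition above a per-plate limit of that plate's mean compound inhibition plus 3 SD, cut at about 60% in these data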;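 further: 0% = DMSO wells and 100% = LY294002 at 200 µM; higher means less KLF5 promoter-driven luciferase light; inactives centre near -14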
AI-2 QS mod – Vibrio harveyi AI-2 quorum sensing modulators, primary screen, JMH597 strain, luminescence/OD600 ratio | hit rate 0.4% among 300,000 | activity change, % at 7.5 µM | Vibrio harveyi JMH597 AI-2 luminescence/OD600 ratio, 9 h; stronger effect = lower value; strain lacks LuxN and CqsS sensors; 0 = neutral-control median; in the data active means activity change below about -75%, passing the limit was not always enough;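 further: luminescence divided by OD600 gain over 9 h not by final OD600 alone; inactives centre near 13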
HSF1 activator – HSF-1 activators, primary screen, NIH3T3-HGL cells, MG132 stress, luminescence, single point; hit rate 1.7% among 300,000; activation, % at 9 µM; NIH3T3-HGL HSF-1 luciferase reporter, 8 h; 100% = twice DMSO control signal;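 active means mean replicate activation of at least 50% with a set share of replicates each reaching 50%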;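 further: 0% = median of the neutral control wells and 100% = twice that signal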
aSyn UTR inh – MLPCN primary screen, SNCA 5' untranslated region; AID 1813, 2009; hit rate 0.82% among 300,000; alpha-synuclein 5'UTR reporter, inhibitor activity; inhibition, % (tested at 7.5 µM); in the data active means inhibition above about 60%;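 further: H4 neuroglioblastoma cells stably carrying SNCA 5'UTR luciferase fusion; 0% = DMSO wells and 100% = positive control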
IEC-6 cytotox – cytotoxicity in IEC-6 intestinal epithelial cells, primary screen, cytotoxicity control for KLF5 inhibitor project, cell-based, luminescence; IEC-6 cytotoxicity, luminescence viability; AID 1825, 2009; hit rate 0.78% among 290,000; inhibition, % at 5 µM; in the data active means inhibition above about 22%;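 further: 0% = plate median of test compound wells and 100% = cytotoxic reference compound wells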
HSF1 inh – HSF1 inhibitors in luciferase reporter cells, primary screen, cell-based, NIH3T3, luminescence. NIH3T3-HGL HSE-luciferase, MG132-induced, luminescence 8 h; stronger effect = lower value. activity change, negative = inhibition, % at 7.5 µM (by protocol). hit rate 0.77% among 300,000. AID 2098, 2009;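 active means more than half of replicate wells show activity change below -50%, luminescence cut by over half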;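 further: luciferase reports HSF-1 transcriptional activity via heat shock element; 0% = median of DMSO wells and -100% = zero luminescence signal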
GSK3 alpha inh – blockers of GSK3A enzyme activity – biochemical, luminescence, cell-free homogeneous, HTS, primary screen; Glycogen synthase kinase-3 alpha (Homo sapiens), P49840; GSK-3 alpha kinase, ADP-Glo luminescence, 60 min; inhibition, % at 10 µM; hit rate 0.1% among 320,000; AID 2650, 2010;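 in the data active means inhibition above about 50%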;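 further: GST-tagged GSK-3 alpha with peptide substrate and 25 µM ATP; 0% = DMSO neutral wells and 100% = GW8510 positive control wells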
Target sequence (P49840 whole entry, looked up): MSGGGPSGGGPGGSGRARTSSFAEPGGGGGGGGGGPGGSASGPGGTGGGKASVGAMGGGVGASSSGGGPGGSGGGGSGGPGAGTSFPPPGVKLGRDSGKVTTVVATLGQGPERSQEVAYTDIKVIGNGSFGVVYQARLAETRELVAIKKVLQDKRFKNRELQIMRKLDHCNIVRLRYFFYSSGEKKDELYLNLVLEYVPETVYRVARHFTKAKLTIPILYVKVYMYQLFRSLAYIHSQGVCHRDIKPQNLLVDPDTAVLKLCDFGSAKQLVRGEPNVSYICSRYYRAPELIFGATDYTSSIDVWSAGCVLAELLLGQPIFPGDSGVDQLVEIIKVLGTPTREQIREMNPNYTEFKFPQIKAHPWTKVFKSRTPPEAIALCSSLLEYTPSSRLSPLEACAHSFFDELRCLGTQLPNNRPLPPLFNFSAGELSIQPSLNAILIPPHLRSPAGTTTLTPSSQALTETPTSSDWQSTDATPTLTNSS
HIF act – HIF pathway transcriptional activators, primary screen, cell-based, U2OS HRE-luciferase, luminescence. U2OS HRE-luciferase reporter; normalized: DMSO 0%, desferrioxamine 100%. activation, % at 7.5 µM (by protocol). hit rate 0.32% among 300,000. AID 1910, 2009;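 active means mean activation of at least 10% of the iron chelator positive control signal, with at least half of replicates also reaching 10%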
The depositor's hits bear a star; nt = not tested or not shown.

SMILES	HSP90 inh	GSK3beta inhib	KLF5 inh	AI-2 QS mod	HSF1 activator	aSyn UTR inh	IEC-6 cytotox	HSF1 inh	GSK3 alpha inh	HIF act
COc1ccc(N2C(=O)N3[C@H](c4ccc(Cl)cc4)[C@@H]4C(=O)N(C5CCCCC5)C(=O)[C@@H]4[C@]3(C)C2=O)cc1	-2	0	23	17	-50	13	1	-36	-2	-2.6
O=C(Nc1ccc(F)cc1Cl)c1ccc2c(=O)n3c(nc2c1)CCCCC3	2	3	-21	5	34	-144	-7	3	-1	2.0
CCn1c(-c2ccc(C(C)(C)C)cc2)n[nH]c1=S	1	-2	-31	3	3	5	1	1	5	0.4
CC(NC(=O)C12CC3(C)CC(C)(CC(C)(C3)C1)C2)C(=O)O (centres undefined)	-1	1	-29	3	11	-4	8	-1	-4	-1.6
COc1cc(/C=N/NC(=O)c2cc(-c3cccc(OC(C)C)c3)nc3ccccc23)ccc1O	nt	-3	nt	30	-4	42	nt	-5	-7	-0.8
CNc1ccccc1C(C)(C)c1cc(-c2ccco2)n[nH]1	0	2	6	11	12	27	-8	14	0	-0.1
NC(=O)c1cc(S(=O)(=O)N2CCN(c3cccc(Cl)c3)CC2)cs1	-3	-3	-4	18	0	1	3	2	1	-0.1
COc1ccc(CNC(=O)c2ccc(Cn3cc(Cl)cn3)o2)cc1	-1	2	10	11	39	10	-3	4	-2	-23
CSc1ccccc1OCc1cc(C(=O)N2CCC[C@H]2C(N)=O)no1	-5	-1	-38	18	-8	11	-9	-13	-2	0.3
CSC(=NNC(=O)c1ccc(O)cc1)SC	0	-1	-58	6	2	-5	1	-1	nt	-0.1
CNc1ccccc1C(=O)OCC(=O)N(CCOC)c1c(N)n(CC(C)C)c(=O)[nH]c1=O	nt	2	nt	3	-13	14	nt	1	-4	-0.2
COc1cc(C#N)ccc1OC(=O)C1CCN(C(=O)c2ccc(F)cc2)CC1	nt	1	nt	6	-11	7	nt	2	2	-0.3
COc1ccc(S(=O)(=O)N2CCC(C(=O)N3CCOCC3)CC2)cc1	1	-12	-22	25	-4	9	0	-2	-1	0.3
CCNc1nc(SC(C(C)=O)C(C)=O)nc(N(C)C)n1	3	-1	-25	19	1	12	-2	1	-5	-0.1
Cc1cc(C)nc(NC(=O)CSc2nnnn2-c2ccccc2)n1	0	3	-35	9	6	-5	1	-3	2	0.4
C=CCN(CC(=O)NCC1CCCO1)C(=O)CCC(=O)Nc1cc(C)on1 (centres undefined)	1	nt	-1	nt	-17	2	-1	2	3	0.1
CCCCCC(=O)Nc1ccc2ccccc2c1	1	-1	-79	11	25	-175	8	9	nt	1.4
Cc1cc(N)n(-c2ccc([N+](=O)[O-])cc2)n1	1	3	-30	11	14	6	4	7	1	0.1
Cc1cccc(S(=O)(=O)NNC(=O)Cc2cccn2C)c1	-1	1	-7	13	-12	8	-5	0	-3	0.0
COc1cccc(CCc2nnc(CCC(=O)NC(C)c3c(C)nn(C)c3C)o2)c1 (centres undefined)	-4	1	-30	2	14	-8	0	-1	-5	-0.3

Brought forward from above: 2 compounds; new compounds follow.
SMILES	HSP90 inh	GSK3beta inhib	KLF5 inh	AI-2 QS mod	HSF1 activator	aSyn UTR inh	IEC-6 cytotox	HSF1 inh	GSK3 alpha inh	HIF act
Cc1cccc(S(=O)(=O)NNC(=O)Cc2cccn2C)c1	-1	1	-7	13	-12	8	-5	0	-3	0.0
COc1cccc(CCc2nnc(CCC(=O)NC(C)c3c(C)nn(C)c3C)o2)c1 (centres undefined)	-4	1	-30	2	14	-8	0	-1	-5	-0.3
O=C(C[n+]1ccc(C(=O)N/N=C/c2ccc(O)cc2)cc1)c1ccccc1	1	-3	6	11	-7	-11	-1	0	2	0.3
NC(=O)CCN1CCN(Cc2cn[nH]c2-c2cccc3ccccc23)CC1	-3	3	3	9	3	-2	-6	7	0	0.4
COc1cc(C2C3=C(CCCC3=O)Nc3[nH]n(-c4ccccc4)c(=O)c32)ccc1O (centres undefined)	-3	nt	5	nt	nt	nt	1	nt	2	nt
CCC1(c2ccc(F)cc2)NC(=O)N(CC(=O)NCc2ccc(C)cc2)C1=O (centres undefined)	3	-1	-40	-78*	26	30	0	4	-3	-0.6
COCC(=O)N(CCc1ccc(OC)c(OC)c1)Cc1nc2ccccc2c(=O)[nH]1	-2	-2	-6	0	0	21	5	-1	0	0.5
C/C(CC(=O)Nc1ccc(N(C)C)cc1)=N\NC(=O)Cc1csc(N)n1	-2	2	-21	19	-56	-8	0	-46	-2	0.1
O=C(NNC(=O)c1ccc2ccccc2c1O)NC1CCCCC1	-5	-3	-13	17	2	-4	0	-5	-2	-0.2
CC(C)(C)C1CCC(=O)C(C2(O)C(=O)Nc3ccccc32)C1 (centres undefined)	2	0	16	8	44	-15	3	16	-1	0.0
C/C(=C\C(=O)c1ccccc1)Nc1ccc(Br)c(Cl)c1	nt	1	nt	18	-8	-36	nt	0	nt	0.3
C(=N\Nc1nc(Nc2ccccc2)nc(N2CCOCC2)n1)/c1c[nH]c2ccccc12	-6	0	-34	12	-1	4	86*	-3	-2	-0.3
CCOC(=O)C1CCCN(S(=O)(=O)c2ccc3c(c2)C(C)(C)C(=O)N3C)C1 (centres undefined)	4	1	-5	13	-6	-8	12	0	2	-0.2
CCOC(=O)c1ccc(NC(=O)CSc2ncccn2)cc1	1	nt	-3	nt	nt	nt	-5	nt	-1	nt
Cn1c(=O)oc2cc(S(=O)(=O)N3CCC(C(=O)N4CCN(c5ccc(F)cc5)CC4)CC3)ccc21	-5	-1	-3	8	8	7	-1	-3	-5	-0.4
COCCN=C1N[C@@H](c2ccccc2)C(C(=O)OC)=C(C)N1Cc1ccccc1	2	-2	-10	0	-5	2	-2	-4	-1	0.6
CC(C)CCOc1ccc(C(=O)NCC(c2ccco2)N(C)C)cc1 (centres undefined)	2	-1	-22	9	23	-10	-6	7	-3	0.8
CN(C)c1ccc(CN(C(=O)c2ccccc2Br)C2CCS(=O)(=O)C2)cc1 (centres undefined)	-6	0	-15	0	10	-14	-2	-11	0	-0.2
COc1ccccc1NC(=O)COC(=O)c1ccccc1OCC(=O)Nc1ccc(SC(F)F)cc1	-1	-8	-11	6	1	-13	-3	-11	1	0.0
O=C(Nc1ccccc1N1CCN(C(=O)c2ccccc2)CC1)c1cc2ccccc2o1	3	nt	7	nt	nt	nt	-4	nt	2	nt
O=C(O)c1ccccc1/C=N/N1CCN(C2c3ccccc3-c3ccccc32)CC1	-4	4	0	3	2	-30	7	-1	-5	-0.5
Cc1ccc(OCC(=O)NCCN2CCCC2)cc1	0	-1	15	7	-2	2	5	-4	-1	-20
CC(=O)N1c2ccccc2C(C)(C)C2CCC(C)CC21 (centres undefined)	4	2	13	20	0	-11	4	-4	-1	-0.4
CN(C)c1ccc(/C=N/NC(=O)C(O)(c2ccccc2)c2ccccc2)o1	4	-14	-18	0	-14	-1	-2	-2	-2	-0.5
CCCOc1ccc(-c2nnn(CC(=O)c3ccc4c(c3)OCCO4)n2)cc1	1	-1	-10	19	7	6	-7	-5	-2	nt
O=C(CSc1nnc2ccccn12)NCc1ccc2c(c1)OCO2	0	0	-3	16	-8	7	-8	-8	-2	0.0
O=C(CN1CCN(S(=O)(=O)c2ccc(Br)cc2)CC1)N/N=C/c1cc([N+](=O)[O-])ccc1Cl	0	1	-12	28	-4	-40	-4	-4	0	0.1
COc1ccccc1P(=O)(c1ccccc1)c1ccc([N+](=O)[O-])cc1 (centres undefined)	-4	4	11	-2	18	11	1	5	-4	-2.3
COc1ccc2nc(NC(=O)c3ccco3)sc2c1	41*	0	14	16	1	12	2	-11	-1	-1.6
O=C(NC1CC1)C(=O)c1c[nH]c2ccccc12	-2	-3	-20	0	-11	-9	1	1	1	0.0
CCc1ccc2c(COn3nnc4ccc(S(=O)(=O)N(C)C)cc43)cc(=O)oc2c1	0	-3	-53	17	-17	0	3	4	1	0.1
NC(=O)NNC(=S)Nc1cccc2ccccc12	2	-1	11	10	0	3	6	6	1	-0.1
CCCN(CC(=O)Nc1ccccc1OC)C(=O)CCC(=O)c1ccc(F)cc1	nt	1	nt	15	-4	3	nt	-1	-4	-0.4
O=C(NCCS(=O)(=O)NCCc1ccccc1)c1ccccc1	nt	0	nt	12	17	-62	nt	14	-2	2.5
COCCNC(=O)c1cnn2c(C(F)F)cc(-c3ccccc3)nc12	-3	-1	11	26	1	9	1	-9	-2	-0.5
Cc1cc(/C=N/n2cnnc2)c(C)n1-c1ccc(Cl)cc1Cl	2	0	2	27	-15	7	5	-10	-4	nt
COC(=O)C(C)Sc1ccc2nnc(CCNS(=O)(=O)c3ccccc3)n2n1 (centres undefined)	1	-1	-6	66	1	3	4	-3	0	0.0
CCCC(C)c1nnc(NC(=O)c2cc(C(=O)OC)cc([N+](=O)[O-])c2)s1 (centres undefined)	-3	-7	11	17	0	-7	1	-13	-3	-0.4
O=C(NCC1CCCO1)c1ccc2c(c1)N(Cc1ccc(F)cc1)CCS2 (centres undefined)	-4	-2	-12	nt	14	13	2	14	0	0.6
Cc1nnc(C)c2c(C)n(-c3ccc4ncccc4c3)c(C)c12	8	1	6	-3	4	-4	4	1	1	0.1
Cc1sc(NC(=S)NC(=O)C(C)(C)C)c(C(N)=O)c1C	-3	-1	-41	22	-35	-68	-14	-18	3	1.8
Cc1noc(C)c1S(=O)(=O)N1CCCC(C(=O)NC2CCCCC2)C1 (centres undefined)	6	1	-36	10	3	2	1	-14	0	0.1
NC(=O)N/N=C/c1ccc(-c2ccc([N+](=O)[O-])cc2)o1	2	-2	-13	26	14	-26	0	4	-3	0.6
COc1ccc(NC(=O)C(=O)NCC(=O)Nc2cc(OC)ccc2OC)cc1	6	0	2	0	-9	34	6	-4	2	0.1
Cc1ccc2c(c1)c1nnc(SCC(=O)NC3CC3)nc1n2C	3	4	-12	33	5	5	-3	0	0	0.4
CN(C(=O)CSc1ncccn1)C1CCS(=O)(=O)C1 (centres undefined)	-1	3	-24	22	-1	-21	-2	-5	2	-0.7
CCn1c(CC(=O)Nc2ccc(F)cc2)nnc1SCC(=O)Nc1nncs1	-1	5	-23	28	23	-17	-8	15	1	0.3
Cc1nc2ncnn2c(C)c1CCC(=O)N1CCN(c2ccccn2)CC1	1	3	8	3	16	27	-2	-3	3	0.2
O=C(NCCN1CCOCC1)/C(=C/c1ccc(Cl)cc1)NC(=O)c1ccccc1	-5	3	-2	7	21	9	-10	-1	-1	-0.9
CCCCCCCCS(=O)c1sc2nc(C)cc(C)c2c1N (centres undefined)	2	-1	-39	18	-4	-12	0	6	-5	-0.5
